IL-2 act – qHTS of IL-2 Activators; IL-2 activation reporter assay, cell-based qHTS; stimulated with anti-CD3/CD4/CD28 beads; in transgenic mouse T cells; activation, % (series mostly up to about 46 µM); actives 0.065% (n = 360,000); in the data active = activation above about 50%; inconclusive = mostly about 30% to 49%; also: 0% is about no effect
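First, unstimulated transgenic mouse T cells were exposed to compound for 60 min. Next, anti-CD3/anti-CD4-coated beads with anti-CD28 were added. Finally, after 18 h at 37 degrees C, EGFP and DsRed were imaged.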
PLK1 PBD inh – qHTS for Inhibitors of PLK1-PDB (polo-like kinase 1 - polo-box domain): Primary Screen; Plk1 PBD binding of FITC phosphopeptide, fluorescence polarization; actives 2.8% (n = 360,000); AID 720504, 2013; Potency, µM, for the others: max response, negative = inhibition, most hits filed as inhibitors; also: potency is read from the fitted curve at half-maximal effect; series mostly up to about 57 µM; % is scaled to controls: 0 for no effect and ±100 for the full control effect; nearly all actives have a fitted effect of over 65% in size
Target sequence (P53350 whole entry, looked up, the tested form may be a part): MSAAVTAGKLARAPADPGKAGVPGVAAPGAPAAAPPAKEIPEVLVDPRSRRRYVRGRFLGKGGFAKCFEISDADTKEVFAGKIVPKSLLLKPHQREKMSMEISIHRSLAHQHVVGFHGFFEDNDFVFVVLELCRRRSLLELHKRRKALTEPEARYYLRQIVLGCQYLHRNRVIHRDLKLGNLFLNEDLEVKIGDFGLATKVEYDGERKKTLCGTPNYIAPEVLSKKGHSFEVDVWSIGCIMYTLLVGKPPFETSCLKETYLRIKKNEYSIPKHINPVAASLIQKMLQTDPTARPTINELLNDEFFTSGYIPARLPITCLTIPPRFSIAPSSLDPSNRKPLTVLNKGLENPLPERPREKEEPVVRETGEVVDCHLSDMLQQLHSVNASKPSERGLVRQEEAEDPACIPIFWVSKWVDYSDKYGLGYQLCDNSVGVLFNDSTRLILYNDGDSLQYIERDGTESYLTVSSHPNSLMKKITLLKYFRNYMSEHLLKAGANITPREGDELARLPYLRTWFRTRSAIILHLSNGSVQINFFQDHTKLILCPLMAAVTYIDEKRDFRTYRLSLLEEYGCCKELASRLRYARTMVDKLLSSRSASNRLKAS
PI5P4K alpha inh – qHTS for Inhibitors of phosphatidylinositol 5-phosphate 4-kinase (PI5P4K); Phosphatidylinositol 5-phosphate 4-kinase type-2 alpha (Homo sapiens), P48426; PI5P4Kalpha enzyme, ADP-Glo luminescence, 60 min; stronger effect = lower value; max response, %; actives 1.2% (n = 330,000); active = max response of -50% or lower; inconclusive = between -30% and -50%; inactive = -30% or higher; also: value at the top dose of about 77 µM; % is scaled to controls: 0 for no effect and ±100 for the full control effect
Target sequence (P48426 whole entry, looked up): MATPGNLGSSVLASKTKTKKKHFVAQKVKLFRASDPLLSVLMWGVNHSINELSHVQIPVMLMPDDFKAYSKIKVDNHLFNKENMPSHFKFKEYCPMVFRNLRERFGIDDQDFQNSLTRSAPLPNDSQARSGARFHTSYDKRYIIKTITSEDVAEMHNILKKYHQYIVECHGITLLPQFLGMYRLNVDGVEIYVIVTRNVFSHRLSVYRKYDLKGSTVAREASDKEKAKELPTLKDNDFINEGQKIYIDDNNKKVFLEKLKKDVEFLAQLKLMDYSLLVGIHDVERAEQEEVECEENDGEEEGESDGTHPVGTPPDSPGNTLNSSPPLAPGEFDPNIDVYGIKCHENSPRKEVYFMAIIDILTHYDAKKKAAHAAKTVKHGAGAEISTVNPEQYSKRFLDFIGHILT
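PI5P4Kalpha ADP-Glo assay; 5 microM ATP final; 60 min RT reaction; HEPES pH 7.4/EGTA/CHAPS, 5% DMSO; controls lacking substrate or enzyme; luminescent end-point.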
Abeta yeast res – qHTS for compounds that reverse cellular toxicity of Amyloid beta (A-beta) peptide in yeast: Primary Screen. yeast expressing A-beta42, growth rescue, OD600, 48 h; response scale: 0% DMSO, 100% iron-clioquinol control. Potency, µM (doses to about 46.1 µM), inactives show at the top dose growth rescue, actives largely listed as activators. actives 0.063% (n = 410,000); also: potency is read from the fitted curve at half-maximal effect; nearly all actives have a fitted effect of over 55% in size
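Yeast growth medium received pinned compounds, then yeast cells expressing toxic A-beta were added; plates incubated at 30 C for 48 hr. Growth read as absorbance at 600 nm, normalized to DMSO and equimolar FeCl3 plus clioquinol controls.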
EPAC1 agonist – qHTS for Agonist of cAMP-regulated guanine nucleotide exchange factor 3 (EPAC1): primary screen. Rap guanine nucleotide exchange factor 3 (Homo sapiens), O95398. EPAC1 agonist qHTS, biochemical assay; response scale: 100% = response to 6.5 mM cAMP. Potency, µM (series often up to 154 µM), for the others: at the highest dose activation, most hits filed as activators. actives 0.073% (n = 360,000); also: potency is read from the fitted curve at half-maximal effect; nearly all actives have a fitted effect of over 60% in size
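EPAC1 100 nM, Rap1B–BODIPY-GDP 250 nM, unlabeled GDP 50 uM; compound titration; 5 min RT; kinetic read ex480/em540 at 5-min intervals ×30 min; data normalized to 6.5 mM cAMP agonist control.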
EPAC1 antagonist – qHTS for Antagonist of cAMP-regulated guanine nucleotide exchange factor 3 (EPAC1): primary screen; Potency, µM (titrated, usually from 115 µM), for inactives: top-dose activity change, negative = inhibition, most hits filed as inhibitors; AID 720709, 2013; Rap guanine nucleotide exchange factor 3 (Homo sapiens), O95398; EPAC1 GEF assay, Rap1b-BODIPY-GDP exchange fluorescence; actives 0.14% (n = 360,000);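 also: potency is read from the fitted curve at half-maximal effect; plate controls were vehicle for no effect and positive control for full effect; nearly all actives have a fitted effect of over 50% in size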
FUS suppressor – qHTS for Suppressors of FUS Proteinopathy: Primary screen using FUS-linked yeast assay. S. cerevisiae FUS-expressing, growth rescue, OD600, 24 h. Potency, µM (doses to about 76.6 µM), for inactives: at the top dose growth rescue (activation), usual class: activators. actives 0.24% (n = 390,000);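 also: potency is read from the fitted curve at half-maximal effect; plate controls were DMSO vehicle for no effect and reference control for full effect; nearly all actives have a fitted effect of over 55% in size; some results filed as inactive show a strong effect at the top dose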
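Restored growth of FUS-toxic S. cerevisiae, read as 600 nm absorbance after 24 h at 30C in galactose medium (starting OD 0.005). Controls CP55940 and DMSO.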
WRN helicase inh – qHTS for Inhibitors of WRN Helicase. actives 0.46% (n = 360,000). Bifunctional 3'-5' exonuclease/ATP-dependent helicase WRN (Homo sapiens), Q14191. Potency, µM (doses to about 114 µM), inactives show at the top dose activity change, negative = inhibition, usual class: inhibitors. WRN helicase unwinding, fluorescent forked duplex, kinetic; also: potency is read from the fitted curve at half-maximal effect; % is scaled to controls: 0 for no effect and ±100 for the full control effect; nearly all actives have a fitted effect of over 55% in size
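WRN at 20 nM final preincubated with compound 15 min at room temperature; reaction started with 100 nM fluorophore/quencher forked duplex oligonucleotide and 2 mM ATP final. Unwinding followed kinetically by red fluorescence (ex 525, em 598 nm).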
The depositor's hits bear a star; ? = inconclusive; · = not tested or not shown; [ ] = dose if it differs, or a comment. Unless noted, calls follow the shape of the dose curve; as a rule, active = well fitted curve in the direction sought with a large enough effect; inconclusive = small, poorly fitted or top-dose-only effect, or another doubt; inactive = no such curve, though single readings can be large; an effect the other way counts as inactive or inconclusive.

SMILES | IL-2 act | PLK1 PBD inh | PI5P4K alpha inh | Abeta yeast res | EPAC1 agonist | EPAC1 antagonist | FUS suppressor | WRN helicase inh
CCSc1cc(N2CCOCC2)nc(-c2ccccc2)n1 | 2.4 | 4.3% | -0.6 | -7.3% | -15.3% | -1.5% | -9.9% | -1.0%
CNC(=O)c1csc(Cc2c(Cl)sc3ccc(Cl)cc23)n1 | 1.7 | 1.3% | -1.1 | ? | 1.9% | -1.3% | ? | -3.9%
COc1cc(Cl)c(CNC[C@H]2O[C@@H](n3cnc(C(N)=O)n3)[C@H](O)[C@@H]2O)c(Cl)c1O | 1.6 | -6.3% | -2.8 | 18.6% | 6.2% | -23.2% | -7.6% | 1.9%
COc1ccc(CN=C2NC(=O)CC(C(=O)Nc3ccc(F)cc3)S2)cc1 (stereo unspecified) | 0.3 | 0.3% | -4.0 | 4.5% | -13.3% | -0.8% | 5.1% | 8.0%
O=C(Nc1ccc(N2CCOCC2)c([N+](=O)[O-])c1)c1ccco1 | 0.0 | -16.6% | -2.2 | -7.4% | 1.2% | -2.8% | 4.3% | -7.5%
Cc1ccc(NS(=O)(=O)c2cccc(C(=O)N3CCCCCC3)c2)cc1 | -3.7 | -6.7% | 0.2 | 9.8% | 0.6% | -7.7% | 17.8% | -2.2%
CCc1ccc(NC(=O)C(C)OC(=O)Cn2[nH]c(=O)c3ccccc3c2=O)cc1 (stereo unspecified) | -1.4 | -3.7% | 0.5 | -5.9% | 0.3% | 4.9% | -2.6% | 9.7%
CCCCCC1C(=O)N2C=C(c3ccccc3)c3ccccc3N2C1=O (stereo unspecified) | -2.5 | ? | 2.4 | 0.0% | 5.6% | -4.4% | · | ?
CCCCC(=O)NS(=O)(=O)c1ccc(N=NN2CCOCC2)cc1 | -0.1 | -5.5% | -7.5 | 0.0% | 5.0% | -3.3% | 26.9% | -8.0%
COc1ccc(C2N(c3cc(C)on3)C(=O)C3CCCN32)cc1OC (stereo unspecified) | -0.4 | -14.6% | · | -3.0% | 0.0% | -3.1% | 10.6% | 5.7%
Oc1c(C=Nc2cccc3nsnc23)ccc2ccccc12 | -0.5 | ? | -23.7 | -12.2% | 16.5% | ? | 14.2% | ?
Cc1ccccc1OCC(=O)NCCCNC(=O)c1ccncc1 | -0.6 | -6.1% | -0.1 | -0.6% | 6.4% | -11.1% | 24.4% | 3.6%
CN1OC[C@@H]2CN(S(=O)(=O)c3ccccc3)[C@H](c3cccc(Br)c3)C[C@@H]21 | 0.0 | -1.0% | -1.5 | 1.8% | -1.9% | 1.8% | 30.6% | 5.9%
Cc1ccc(Nc2nc(N/N=C\c3ccc4c(c3)OCO4)nc(N3CCOCC3)n2)cc1 | -0.9 | 9.4% | 8.1 | 5.5% | -16.0% | -18.0% | ? | 4.8%
Nc1ccc(Sc2cnn(-c3ccccc3)c(=O)c2Cl)cc1 | 0.2 | -3.1% | 3.5 | -37.8%[inhibitor] | 1.3% | -7.3% | ? | 3.8%
CCCNc1sc(S(=O)(=O)CCC)nc1S(=O)(=O)c1ccc(C)cc1 | 0.1 | -4.5% | 3.9 | 3.9% | 9.8% | -8.4% | 29.3% | -2.7%
C[C@H](CO)N1C[C@H](C)[C@@H](CN(C)C(=O)Nc2ccccc2)Oc2ccc(NC(=O)CCN3CCOCC3)cc2C1=O | 0.4 | -5.0% | 7.4 | 2.4% | 0.6% | -18.4% | 14.0% | -4.2%
COc1cc2[nH]c(=O)n(CCC(=O)N3CCC(N4CCCCC4)CC3)c(=O)c2cc1OC | -2.9 | -1.2% | · | -3.7% | 2.8% | 12.7% | 6.5% | 6.2%
Cc1ccc(CN2CCC(c3cc(-c4cccs4)n[nH]3)CC2)cc1 | -0.9 | -4.0% | 4.1 | -4.9% | -7.8% | -10.7% | 8.0% | 0.9%[57.1 µM]
Cn1nc(-c2ccc(Cl)cc2)c2cc(C(=O)N3CCOCC3)sc21 | 2.4 | -1.2% | 3.8 | ? | -8.2% | -23.0% | 32.6% | 5.4%
Cc1ccc2c(c1)N(CC(=O)N1CCCCC1)C(=O)CO2 | 0.2 | -16.5% | -2.8 | 6.6% | 5.6% | 8.6% | 12.8% | 3.6%
Cn1nc(N)c2ncc(-c3ccc(Cl)cc3)nc21 | 3.7 | 0.8% | 0.3 | -15.8% | -5.0% | -1.8% | -25.9% | -12.3%
O=C(Cn1c(NCCCO)nc2ccccc21)c1cccs1 | -0.9 | -4.2% | -2.4 | -6.1% | -12.1% | -2.0% | -6.1% | -0.3%
CCNC(=S)NNC(=S)NCc1ccccc1 | -3.1 | 0.7% | 3.4 | -11.3% | -8.9% | -18.9% | · | -0.6%
CC1N(O)C(c2ccc(Cl)cc2Cl)N(O)C1(C)C (stereo unspecified) | -0.5 | -0.8% | 9.9 | -2.8% | -8.6% | 3.5% | -3.6% | 4.0%
FC(F)(F)c1ccc(C2NCCc3sccc32)cc1 (stereo unspecified) | -2.7 | -4.8% | 2.3 | 5.2% | -13.8% | -18.1% | 19.4% | -0.9%
COc1ccc(Nc2nc(N3CCN(S(=O)(=O)N(C)C)CC3)nc3ccccc23)cc1 | -0.2 | 1.6% | 1.1 | -21.9% | 9.9% | 3.4% | 7.7% | -4.3%
COc1ccc(/C=N/NC(=S)Nc2cc(C(F)(F)F)ccc2Cl)cc1 | 0.6 | -12.8% | 7.6 | 12.2% | 10.3% | 5.1% | 0.9% | -1.8%
CC(C)COC(=O)Nc1nnc(SCCOc2ccccc2)s1 | -0.2 | -1.9% | -1.9 | 0.9% | -9.3% | -5.8% | 2.3% | 7.5%
COC(=O)c1cc(C(=O)c2cc(Br)ccc2O)coc1=N | -0.2 | 4.7% | ? | 3.8% | 8.4% | 2.9% | 8.4% | -6.9%

Record cards (already shown). Screens in order: IL-2 act	PLK1 PBD inh	PI5P4K alpha inh	Abeta yeast res	EPAC1 agonist	EPAC1 antagonist	FUS suppressor	WRN helicase inh
FC(F)(F)c1ccc(C2NCCc3sccc32)cc1 (stereo unspecified) across the screens: -2.7	-4.8%	2.3	5.2%	-13.8%	-18.1%	19.4%	-0.9%
Oc1c(C=Nc2cccc3nsnc23)ccc2ccccc12 across the screens: -0.5	?	-23.7	-12.2%	16.5%	?	14.2%	?

Next entries follow.
SMILES | IL-2 act | PLK1 PBD inh | PI5P4K alpha inh | Abeta yeast res | EPAC1 agonist | EPAC1 antagonist | FUS suppressor | WRN helicase inh
OCC[C@@H]1C[C@@H](O)[C@H](O)[C@@]2(Cc3ccccc3CO2)O1 | -0.3 | 5.1% | -1.3 | 15.1% | -8.7% | 0.2% | -11.9% | -2.4%
CC(C)c1ccc(NC(=O)Cn2c(=O)oc3ccccc32)cc1 | 0.3 | -3.4% | 5.8 | -7.3% | 1.6% | -24.3% | -7.3% | -8.7%
O=C(CNC(c1ccccc1)c1ccccc1)Nc1c(F)cccc1F | 0.5 | -5.4% | 9.1 | 6.1% | 3.4% | -15.1% | 11.0% | -14.2%
O=C(Nc1ccc(Cl)cc1)Nc1ccc(-c2cnco2)cc1 | -1.2 | -10.2% | 1.1 | -1.2% | 12.8% | 14.7% | -4.7% | -3.1%[57.1 µM]
O=C(CCn1c(=O)oc2ccccc21)Nc1ccon1 | -1.2 | -4.2% | · | -2.0% | -3.2% | 15.5% | -1.5% | 4.1%
Cc1nn(Cc2ccc(C(=O)n3cccn3)o2)c(C)c1Br | 1.3 | -6.0% | · | -15.9% | 5.2% | 2.7% | 28.8% | 2.6%
Cc1cn([C@H]2C[C@H](O)[C@@H](CCC(=O)NCCCc3ccccc3)O2)c(=O)[nH]c1=O | 2.3 | -4.2% | -0.3 | 6.3% | 0.2% | -12.5% | -10.8% | -11.2%
O=C1CC(c2ccc(O)cc2)Oc2cc(O)ccc21 (stereo unspecified) | 3.0 | -12.3% | -22.9 | -6.3% | -11.2% | -13.6% | -5.9% | -0.5%
Cc1c(Cl)cccc1NC(=O)Cn1cc(C(F)(F)F)cc(Cl)c1=O | 3.7 | -0.7% | 3.1 | -11.8% | -4.7% | 8.6% | -19.4% | 8.4%
CC(=O)OCC(=O)C1(O)CCC2C3CC(C)C4=CC(=O)C=CC4(C)C3(F)C(O)CC21C (stereo unspecified) | -0.8 | -4.9% | -0.3 | 13.1% | 7.5% | -6.3% | 10.8% | 5.5%
CCOc1ccc(N(CC(=O)NCc2ccc(OC)cc2)S(=O)(=O)c2c(C)noc2C)cc1 | -0.5 | -3.0% | 0.9 | -2.4% | 2.2% | 3.7% | -1.8% | 3.4%
CCOC(=O)C1=C(COC(=O)CCOc2ccccc2C)NC(=O)NC1C (stereo unspecified) | 0.6 | -9.4% | 1.3 | -8.3% | -8.6% | -21.3% | 37.0% | 0.5%
O=C(CCCNC(=O)c1ccc(Cl)cc1)NCc1ccccc1Cl | -3.1 | -5.9% | -0.5 | -5.9% | 8.6% | 6.8% | -23.3% | 4.3%
O=C(Nc1nnc(-c2cccnc2)o1)c1cccc(Cl)c1 | 1.5 | -7.5% | -18.8 | ? | -1.0% | 9.9% | -1.4% | 0.3%
CCOC(=O)CCCNC(=O)COC(=O)/C=C/c1ccc2c(c1)OCO2 | 0.3 | -0.4% | 3.2 | 8.4% | -3.7% | 4.7% | -23.6% | 6.4%
Cc1cc(C)cc(Oc2ccccc2C=O)c1 | -0.4 | -7.8% | 0.6 | 8.1% | 3.3% | -7.3% | -17.8% | -10.8%
Cc1ccc2sc(NNC(=O)c3cc(=O)c4ccccc4o3)nc2c1C | -1.9 | -16.5% | ? | 1.5% | -13.2% | -16.1% | 33.2% | -6.0%
COc1ccc(/C(C)=N/Nc2ccc(C(=O)O)cc2)cc1OC | -0.6 | -7.4% | -12.6 | 8.2% | -3.4% | 11.3% | 10.7% | -4.9%

Compound activity deposited in PubChem BioAssay by National Center for Advancing Translational Sciences (NCATS).
